Compound activity deposited in PubChem BioAssay by National Center for Advancing Translational Sciences (NCATS).
TDP1 inh: qHTS Assay for Inhibitors of Tyrosyl-DNA Phosphodiesterase (TDP1) | Tyrosyl-DNA phosphodiesterase 1 (Homo sapiens), Q9NUW8 | recombinant TDP1, AlphaScreen DNA substrate cleavage | Potency, µM (doses to about 130 µM), inactives show at the highest dose activity change, negative = inhibition, hits mostly inhibitors | 350,000 tested, 0.28% active | AID 485290, 2010; note: nearly all actives have a fitted effect of over 40% in size
Target sequence (Q9NUW8 whole entry, looked up): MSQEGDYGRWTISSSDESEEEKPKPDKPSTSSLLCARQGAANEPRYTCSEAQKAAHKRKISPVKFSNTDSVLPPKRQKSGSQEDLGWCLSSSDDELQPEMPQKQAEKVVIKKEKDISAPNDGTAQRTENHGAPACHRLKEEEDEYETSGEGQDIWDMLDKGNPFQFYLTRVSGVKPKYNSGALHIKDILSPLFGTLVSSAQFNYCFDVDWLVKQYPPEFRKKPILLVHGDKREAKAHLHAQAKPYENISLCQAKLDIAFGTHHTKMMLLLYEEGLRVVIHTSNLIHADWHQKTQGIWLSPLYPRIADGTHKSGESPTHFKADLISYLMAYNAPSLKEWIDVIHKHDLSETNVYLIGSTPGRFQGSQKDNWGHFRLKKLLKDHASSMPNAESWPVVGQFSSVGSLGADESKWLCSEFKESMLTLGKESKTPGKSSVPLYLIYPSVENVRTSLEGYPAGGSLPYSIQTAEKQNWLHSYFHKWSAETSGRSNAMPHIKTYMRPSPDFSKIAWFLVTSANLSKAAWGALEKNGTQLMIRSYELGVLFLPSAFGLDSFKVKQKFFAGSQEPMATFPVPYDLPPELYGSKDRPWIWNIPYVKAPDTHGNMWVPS
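Tdp1 1 nM final; 15 min RT w/ cpd; substrate 15 nM, 5 min; beads 10 ug/ml, 10 min; AlphaScreen read. Neg ctrl: no enzyme.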
N370S GC mod: qHTS Assay for Inhibitors and Activators of N370S glucocerebrosidase as a Potential Chaperone Treatment of Gaucher Disease | 330,000 tested, 0.092% active | AID 2101, 2009 | Potency, µM (top dose mostly 59.4 µM), without a hit: top-dose activity change, negative = inhibition, usual class: inhibitors | N370S GC spleen homogenate, 4MU-glucoside fluorescence;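 note: 0% = full enzyme activity and -100% = no enzyme basal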
DT40 TDP1 no CPT: qHTS for Inhibitors of human tyrosyl-DNA phosphodiesterase 1 (TDP1): qHTS in cells in absence of CPT. AID 686978, 2013. DT40 Tdp1-/- hTDP1 cells, no CPT, ATP luminescence, 48 h. Potency, µM (highest dose often 46.2 µM), inactives show at the highest dose activity change, negative = growth inhibition, usual class: inhibitors. 420,000 tested, 15% active; note: nearly all actives have a fitted effect of over 55% in size
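Chicken DT40 Tdp1-/- cells complemented with human TDP1, screened without camptothecin (DMSO vehicle only), 400 cells/well. Compounds pin-transferred, cells incubated at 37 °C for at least 48 hr. Growth read as ATP-dependent luminescence (CellTiter-Glo, 30 min at RT).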
An asterisk follows results filed as active; ? = inconclusive; . = no result given; & = joins results of further samples; [ ] = remark or other dose. Calls come from the whole dose curve; as a rule, active = well fitted curve in the direction sought with a large enough effect; inconclusive = small, poorly fitted or top-dose-only effect, or another doubt; inactive = no such curve, though single readings can be large; an effect the other way counts as inactive or inconclusive. Unless noted, % is set by controls: 0 for no effect and ±100 for the full control effect; potency is the fitted concentration of half-maximal effect. These rows are one share of the data; rates above refer to the full screens.

SMILES	TDP1 inh	N370S GC mod	DT40 TDP1 no CPT
CN(C)/C=C1\SC(=S)N(c2ccc(Br)cc2)C1=O	4.3%	-13.3%	?
CCN(CC)S(=O)(=O)c1ccc(C(=O)N2CC(=O)Nc3ccc(F)cc3C2c2ccccc2)cc1 (stereo not drawn)	5.9%	.	?
O=C(c1cc(S(=O)(=O)N2CCOCC2)ccc1Cl)N1CCN(c2ccccn2)CC1	0.0%	-10.4%	?
CCOC(=O)C1C(=O)CC(C)(O)C(C(=O)OCC)C1c1cccs1 (stereo not drawn)	2.4%	19.2%	-0.2%
O=C(Nc1nnc(Cc2ccccc2F)s1)c1ccccc1Cl	.	-9.7%	?
COc1ccc(OC)c(CC(=O)Nc2ccc3c(c2)CCC3)c1	4.0%[0.0935 µM]	19.2%	-26.2%
CC(=O)Nc1ccc(N2C(=O)C3C4C=CC(CC4)C3C2=O)cc1 (stereo not drawn)	.	2.1%	1.9%
Cc1sc(NC(=O)c2ccco2)c(C(c2cccnc2)N2CCN(CCO)CC2)c1C (stereo not drawn)	2.5%	-18.4%	0.2%
Cc1cccc(C)c1NC(=O)C(C)N1CCCCC1 (stereo not drawn)	2.9%	-0.6%	5.4%
O=C(CCCOc1ccccc1)Nc1ccccc1C(F)(F)F	2.7%	1.4%	-100.5%
COc1ccccc1N(C)C(=O)Cn1c(=O)oc2cc(S(=O)(=O)N3CCCC3)ccc21	0.0%	.	?
CN(CC(=O)Nc1ccc(Cl)c(S(=O)(=O)N2CCOCC2)c1)C(=O)c1ccc(C#N)cc1	2.0%	.	26.1%
COc1ccc2[nH]c(=O)c(C(c3nnnn3C(C)(C)C)N(Cc3ccco3)CC3CCCO3)cc2c1 (stereo not drawn)	-2.9%	?	-29.8%
CCN(CC)CCNC(=O)C1(O)c2cc(Br)ccc2NC(=O)N1c1ccc(Cl)cc1 (stereo not drawn)	.	-9.0%	-8.7%
Cc1csc(NC(=O)CSc2nnc(NC(=O)COc3ccc(Cl)cc3)s2)n1	5.6%	13.8%	-10.3%

Additional entries:
SMILES	TDP1 inh	N370S GC mod	DT40 TDP1 no CPT
O=C(NCCCN=C1NS(=O)(=O)c2ccccc21)c1ccccc1Cl	.	1.7%	-4.6%
CC(=O)Nc1ccc(SCC(=O)c2cc(C)n(Cc3cccs3)c2C)cc1	2.0%	4.4%	-23.4%
O=C(Nc1ccnc(=O)[nH]1)c1sc2ccccc2c1Cl	.	-8.3%	-16.2%
COc1ccccc1CCNC(=O)C1(C)CC1(Cl)Cl (stereo not drawn)	-0.3%	-1.0%	-9.7%
CCOC(=O)c1c(C)[nH]c(C(=O)N/N=C\c2ccccc2O)c1C	8.0%	5.3%	3.66µM*
O=C(NCc1ccco1)c1cccc(-c2nnc(-c3ccccc3)o2)c1	4.5%	11.6%	?
CN(C)c1ccc(C(O)Cc2nc3ccccc3n2C)cc1 (stereo not drawn)	.	-13.8%	3.4%
C[C@H](CO)N1C[C@H](C)[C@@H](CN(C)Cc2ccc3c(c2)OCO3)Oc2c(NS(C)(=O)=O)cccc2C1=O	3.8%	.	-25.5%
COC(=O)C(NNc1ccccc1)(NC(=O)c1ccccc1F)C(F)(F)F (stereo not drawn)	4.4%	12.8%	?
S=C(Nc1ccc(Nc2ccccc2)cc1)Nc1ccccn1	0.0%	9.1%	6.51µM*
N#Cc1ccc(C(=O)Nc2cccc3cccnc23)c(F)c1	3.0%	5.1%	12.3%
COc1ccc(N2Cc3ccccc3C2=O)cc1	.	-5.9%	?
CC(C)COC(=O)C1C2C=CC3(CN(C(C)c4ccc(Br)cc4)C(=O)C13)O2 (stereo not drawn)	6.5%	-11.9%	?
Cc1ccc(S(=O)(=O)N2CCOC2CNC(=O)C(=O)NCc2cccnc2)cc1 (stereo not drawn)	1.3%	0.2%	1.2%
COc1cccc(-c2cc(C(=O)Nc3cccnc3)no2)c1	4.5%	-8.1%	13µM*

(cont.)
SMILES	TDP1 inh	N370S GC mod	DT40 TDP1 no CPT
O=C(C1CCN(S(=O)(=O)c2cccc3cccnc23)CC1)N1CCCCC1	0.7%	-8.6%	-17.8%
CN(C)S(=O)(=O)c1ccc(-c2csc(N/N=C/c3ccc(O)cc3)n2)cc1	7.1%	-11.6%	0.651µM*
CN(Cc1ccc(Cl)cc1Cl)C(=O)CNC(=O)c1ccc2c(c1)OCO2	.	-19.5%	-25.0%
O=C(Nc1ncn[nH]1)c1cc([N+](=O)[O-])ccc1Cl	.	1.5%	5.1%
O=C(CSc1nccn1-c1ncc(C(F)(F)F)cc1Cl)c1ccc(Br)cc1	4.9%	-0.9%	?
O=C(OCC(=O)N1CCCC1)c1cc(F)c(F)cc1Cl	-8.0%	-15.1%	-10.4%
Cn1cc(C(=O)N2CCc3ccccc32)cn1	-1.9%	8.2%	0.7%
COC(=O)c1cc2ccsc2n1CC(=O)N(C)C1CCCCC1	0.0%	0.7%	-26.5%
CCOc1ccc(NS(=O)(=O)c2c(C)nc3sc(CC)nn3c2=O)cc1	5.0%	11.3%	?
COc1ccc(-c2nc(NC(=O)C3CC(=O)N(c4ccc5c(c4)OCCO5)C3)sc2C)cc1 (stereo not drawn)	3.2%&3.4%	6.2%	6.31µM*
COc1ccc(NC(=O)CSc2nc3ccccc3c(=O)[nH]2)cc1S(N)(=O)=O	-0.8%	.	3.9%
O=C(NCCN1CCN(c2ccccc2)CC1)c1cccn2c(=O)c3cc(Cl)ccc3nc12	9.1%	-2.3%	18.4µM*
CN1CCC(N(C)C(=O)c2cc(-c3ccc(F)cc3)nc3ccccc23)CC1	2.2%	.	?
O=C(O)CN1C(=O)S/C(=C\c2cccnc2)C1=O	3.9%	-3.4%	-1.9%
CCN1CCN(C(=O)c2ccc3c(=O)n(CCc4ccccc4)c(=O)[nH]c3c2)CC1	1.7%	?	-19.0%

The results go on.
SMILES	TDP1 inh	N370S GC mod	DT40 TDP1 no CPT
COc1ccccc1NS(=O)(=O)c1cc([N+](=O)[O-])ccc1N/N=C/c1c(C)[nH]c2ccccc12	8.8%	10.6%	?
CCOC(=O)c1c(-c2ccc(C)cc2C)csc1NC(=O)c1ccccc1Cl	0.4%[12.3 µM]	.	?
O=C(Cn1c(SCc2ccccc2)nc2ccccc21)N1CCOCC1	3.9%	4.9%	-24.6%
CN(C)C(/C=C/Nc1ccc(C#N)cc1)=C(C#N)C#N	2.9%	-2.8%	-8.5%
c1ccc(-c2ccc(Oc3cc(N4CCOCC4)nc(-c4ccccc4)n3)cc2)cc1	4.8%	2.4%	?
O=C(/C=C/c1cc[n+](CC(=O)c2ccc3cccc4c3c2CC4)cc1)c1ccc2cccc3c2c1CC3	6.8%	-16.7%	?
Cc1ccc(SCc2nc(-c3ccc(C(=O)NCc4ccc(Cl)cc4)cc3)oc2C)cc1	2.8%	.	9.2µM*
CCOc1ccc(-c2cc(CCCC(=O)NCCc3ccc(OC)c(OC)c3)no2)cc1	11.5%	.	?
Cc1ccc2c(Cl)cc(Cl)c(OCC(=O)Nc3ccc(C)c(S(=O)(=O)N(C)C)c3)c2n1	4.6%	-7.5%	.
CN1CCN(c2ncc3nc(-c4ccc(Cl)cc4)c(=O)n(Cc4cccs4)c3n2)CC1	.	-28.7%	?
CCOC(=O)C1CCN(C(=O)COC(=O)CSc2ccc(C(N)=O)cc2[N+](=O)[O-])CC1	1.7%	-3.2%	-3.7%
COCCNc1nnc(SCC(=O)Nc2nnc(-c3ccccc3)o2)s1	.	-18.7%	11.5%
Cc1ccc(-c2nc(NCC3CCCO3)sc2C)cc1 (stereo not drawn)	6.0%	-6.0%	-27.0%
COCCCNC(NC(=O)c1ccc(OC)cc1)C(Cl)(Cl)Cl (stereo not drawn)	-2.4%	-0.6%	-25.3%
CCOc1ccc(NC(=O)c2ccco2)c([N+](=O)[O-])c1	1.1%	-3.4%	?

Carrying on.
SMILES	TDP1 inh	N370S GC mod	DT40 TDP1 no CPT
O=C(NCc1ccccc1)c1cc(=O)[nH]c2ccccc12	1.4%	-8.7%	1.7%
O=C1/C(=C/c2cccs2)N=C(c2cccs2)N1Nc1ccccc1	7.0%	?	-16.7%
O=C(COC(=O)c1ccc(O)cc1)Nc1ccc2c(c1)OCO2	0.2%	.	11.6µM*
NC(=O)C1CCCN(C(=O)c2cccc(S(=O)(=O)N(Cc3ccccc3)c3ccccc3)c2)C1 (stereo not drawn)	0.9%	.	?
COc1cc2[nH]c(=O)n(Cc3ccc(C(=O)NCCCN4CCN(C)CC4)cc3)c(=O)c2cc1OC	3.3%	-14.0%	13.4%
COc1ccc(NC(=O)COC(=O)c2ccc(N3CCCC3=O)cc2)cc1	-4.1%[56.1 µM]	.	13.8%
COc1ccc(-n2ccnc(NCc3ccc(Cl)cc3)c2=O)cc1	7.9%	.	14.6µM*
O=C(CN1CCN(Cc2ccc3c(c2)OCO3)CC1)N1CCc2[nH]c3ccccc3c2C1	7.3%	-7.7%	.
CCOc1ncccc1C(=O)OCc1ccc([N+](=O)[O-])cc1	6.1%	-0.4%	-14.0%
CC1CCCN(S(=O)(=O)c2ccc(NC(=O)CN3C(=O)NC(C)(c4ccccc4)C3=O)cc2)C1 (stereo not drawn)	0.8%	-16.5%	?
CCOC(=O)c1cnn(-c2nc(CC)nc3sc4c(c23)CCC4)c1N	-2.1%	4.0%	-26.6%
CC(C)(C)C1(O)CC(C(F)(F)F)=NN1C(=O)CCCc1ccccc1 (stereo not drawn)	-3.7%	-11.9%	-1.7%
CCOC(=O)c1ccc(NC(=O)NCc2ccccn2)cc1	0.0%	5.0%	9.1%
Cc1ccc(S(=O)(=O)N(C)CC(=O)N2CCc3ccccc32)cc1	10.9%	23.6%	?
O=C(CSc1ccccc1F)NC(=O)NCc1ccco1	-5.1%	4.8%	0.9%

Next results.
SMILES	TDP1 inh	N370S GC mod	DT40 TDP1 no CPT
COc1ccc(N2CCN(C(CNS(C)(=O)=O)c3ccco3)CC2)cc1 (stereo not drawn)	-2.4%	-5.2%	13.2%
Cc1cc(-c2csc(N)n2)c(C)n1Cc1ccco1	10.4%	8.1%	0.7%
COC(=O)c1scc(C)c1NC(=O)/C=C/C(=O)O	6.8%	-3.5%	-17.5%
CCCCNC(=S)NNC(=O)c1cc(-c2ccncc2)nc2ccccc12	6.1%	-11.8%	-22.3%
O=C(N/N=C/c1cn[nH]c1-c1ccccc1)c1ccco1	5.4%	-9.3%	-10.7%
CCn1cc(C(=O)NCCCN2CC(C)CC(C)C2)c(=O)c2cc(S(=O)(=O)N(C)C3CCCCC3)ccc21 (stereo not drawn)	3.8%	-6.0%	?
Cc1ccccc1NC(=O)N1CCC(CN2CCCC2)CC1	0.0%	.	1.4%
NC(=O)CCCn1c(C(=O)c2cc(Cl)c(N)c(Cl)c2)c2ccc(C(F)(F)F)cc2[n+]1[O-]	5.1%	-16.4%	18.4µM*
COc1ccc(CNc2oc(-c3ccc(COc4ccc(OC)cc4)o3)nc2C#N)cc1	6.8%	.	?
O=C(N/N=C/c1cccnc1)c1cc(-c2ccccc2)nc2ccccc12	.	-8.8%	?
CCCCN1CC(=O)N2[C@H](c3ccc(Cl)cc3)[C@@H]3C(=O)N(CC)C(=O)[C@@H]3[C@]2(Cc2ccccc2)C1=O	.	-4.4%	4.7%
CCCC(=O)N1CCN(c2ccc(NC(=O)c3ccc([N+](=O)[O-])o3)cc2Cl)CC1	1.3%	-19.2%	5.8µM*
